High-throughput results as filed in PubChem.
G9a inh = qHTS Assay for Inhibitors of Histone Lysine Methyltransferase G9a; Histone-lysine N-methyltransferase EHMT2 (Homo sapiens), Q96KQ7; AID 504332, 2011; 8.8% of 350,000 active; Potency, µM (doses to about 102 µM), for inactives: at the top dose activity, negative = inhibition, usual class: inhibitors; G9a H3K9 monomethylation, AlphaScreen, 2 h; note: potency is the fitted concentration of half-maximal effect; % is set by controls: 0 for no effect and ±100 for the full control effect; nearly all actives have a fitted effect of over 75% in size
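Step 1: enzyme (final 20 nM) with compound, 15 min RT. Step 2: substrate peptide 500 nM and SAM 20 uM, 2 h RT. Step 3: anti-H3K9me1 antibody and AlphaScreen beads, 10 min, then plate read.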
ERG-DNA inh = qHTS for Small Molecule Inhibitors of the ERG Ets/DNA interaction | 0.028% of 370,000 active | Transcriptional regulator ERG (Homo sapiens), P11308 | fluorescence polarization, His-ERG Ets domain / labelled DNA | Potency, µM (doses to about 76.9 µM), for inactives: at the top dose FP activity, negative = inhibition, actives largely listed as inhibitors; active = well fitted inhibition curve with a large enough effect in the polarisation, with a control signal flat; inconclusive = small, poorly fitted or top-dose-only effect, or effect the other way, or a change in a side signal; inactive = no such curve, though single readings can be large or run the other way; the % refers to the polarisation;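 note: polarization taken with two DNA probes labelled with fluorescein and Texas red; potency is the fitted concentration of half-maximal effect; % of control where 0% means no effect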
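His-tagged ERG Ets domain (1 uM in the protein solution; 300mM KCl, 50mM Tris-HCl, 1mM EDTA, 1mM DTT, pH 7.5) received compound, then a probe mix of 5 nM fluorescein-DNA and 100nM Texas-615-DNA. Fluorescence polarization was read for both dyes.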
RGS4 inh = Inhibitors of Regulator of G Protein Signaling (RGS) 4: qHTS. Transcreener GDP fluorescence polarization, RGS4-accelerated GTP hydrolysis. Potency, µM (series often up to 114 µM), for the others: top-dose activity change, negative = inhibition, most hits filed as inhibitors. 0.039% of 390,000 active. AID 504845, 2011; note: potency is the fitted concentration of half-maximal effect; % is set by controls: 0 for no effect and ±100 for the full control effect; nearly all actives have a fitted effect of over 75% in size; some results filed as inactive show a strong effect at the top dose
Target sequence (P49798 whole entry, looked up): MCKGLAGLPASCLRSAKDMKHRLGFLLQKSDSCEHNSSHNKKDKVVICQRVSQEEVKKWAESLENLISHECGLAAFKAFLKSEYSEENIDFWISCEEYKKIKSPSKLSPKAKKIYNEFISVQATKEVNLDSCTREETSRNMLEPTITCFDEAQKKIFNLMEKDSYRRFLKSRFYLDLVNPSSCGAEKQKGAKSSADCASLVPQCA
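MLSMR compounds (23 nl, pin-transferred) preincubated 10 min at room temperature with a 500nM (2x) first reagent, then RGS4 at 900nM (2x) plus Transcreener GDP mix added; fluorescence polarization (620/688 nm) read before and after 90 min at 30 °C.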
JMJD2A Tudor = qHTS Assay for Inhibitors of JMJD2A-Tudor Domain | 4.4% of 390,000 active | AlphaScreen JMJD2A-Tudor / H3K4me3 peptide binding | AID 504339, 2011 | Potency, µM (highest dose often 114 µM), for the others: top-dose activity change, negative = inhibition, most hits filed as inhibitors; note: potency is the fitted concentration of half-maximal effect; % is set by controls: 0 for no effect and ±100 for the full control effect; nearly all actives have a fitted effect of over 50% in size
BAZ2B inh = qHTS Assay for Inhibitors of BAZ2B; AlphaScreen BAZ2B-H3K14Ac peptide displacement; Potency, µM (highest dose often 114 µM), for inactives: at the highest dose activity change, negative = inhibition, hits mostly inhibitors; 4.4% of 360,000 active; AID 504333, 2011; note: potency is the fitted concentration of half-maximal effect; % is set by controls: 0 for no effect and ±100 for the full control effect; nearly all actives have a fitted effect of over 60% in size
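BAZ2B (50 nM) with biotin-H3(5-23)K14Ac peptide (50 nM) in PBS pH 7.4, 0.01% Tween-20, preformed 30 min, then compound 30 min at room temperature; top concentration 110uM. AlphaScreen streptavidin donor/nickel chelate acceptor beads (10 ug/mL final), 20 min dark, signal read.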
ALOX12 inh = Primary qHTS assay for inhibitors of human arachidonate 12S-lipoxygenase (ALOX12): Round 2. Polyunsaturated fatty acid lipoxygenase ALOX12 (Homo sapiens), P18054. 1.1% of 580,000 active. AID 1671190, 2021. Potency, µM (series often up to 108 µM), for the others: top-dose activity change, negative = inhibition, usual class: inhibitors. purified 12hLO, xylenol orange hydroperoxide absorbance; note: potency is the fitted concentration of half-maximal effect; % is set by controls: 0 for no effect and ±100 for the full control effect
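Purified human 12hLO (150 nM final) in 25 mM Hepes, 0.01% Triton X-100, pH 7.0 was preincubated 15 min at room temperature with compound. Then 40 uM arachidonic acid was added, 30 min. Hydroperoxide was read by Fe-XO absorbance ratio 573/405 nm.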
HP1b binding inh = HTS for Inhibitors of HP1-beta Chromodomain Interactions with Methylated Histone Tails. Chromobox protein homolog 1 (Homo sapiens), P83916. AlphaScreen HP1-beta / biotin-H3K9me3 peptide binding. Potency, µM (series often up to 114 µM), for the others: at the highest dose activity change, negative = inhibition, hits mostly inhibitors. 0.56% of 390,000 active. AID 540317, 2011; note: potency is the fitted concentration of half-maximal effect; nearly all actives have a fitted effect of over 70% in size; inactives centre near 23
Target sequence (P83916 whole entry, looked up): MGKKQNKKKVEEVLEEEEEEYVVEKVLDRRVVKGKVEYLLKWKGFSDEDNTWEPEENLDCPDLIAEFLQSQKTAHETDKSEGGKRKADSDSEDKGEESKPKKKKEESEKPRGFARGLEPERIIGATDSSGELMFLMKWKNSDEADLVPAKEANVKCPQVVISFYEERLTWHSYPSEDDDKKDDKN
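AlphaScreen: HP1-beta (50 nM) preformed 30 min with biotin-H3(1-18)K9me3 peptide (50 nM) in PBS pH 7.4, 0.01% Tween-20. Compound added for 30 min at RT, then streptavidin donor/nickel chelate acceptor beads (10 ug/mL) for 30 min.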
GLS inh = qHTS for Inhibitors of Glutaminase (GLS). GLS enzymatic activity, qHTS titration. Potency, µM (top dose mostly 45.5 µM), for the others: top-dose activity change, negative = inhibition, usual class: inhibitors. Glutaminase kidney isoform, mitochondrial (Homo sapiens), O94925. AID 624170, 2012. 0.21% of 410,000 active; note: potency is the fitted concentration of half-maximal effect; % is set by controls: 0 for no effect and ±100 for the full control effect
Target sequence (O94925 whole entry, looked up, canonical isoform): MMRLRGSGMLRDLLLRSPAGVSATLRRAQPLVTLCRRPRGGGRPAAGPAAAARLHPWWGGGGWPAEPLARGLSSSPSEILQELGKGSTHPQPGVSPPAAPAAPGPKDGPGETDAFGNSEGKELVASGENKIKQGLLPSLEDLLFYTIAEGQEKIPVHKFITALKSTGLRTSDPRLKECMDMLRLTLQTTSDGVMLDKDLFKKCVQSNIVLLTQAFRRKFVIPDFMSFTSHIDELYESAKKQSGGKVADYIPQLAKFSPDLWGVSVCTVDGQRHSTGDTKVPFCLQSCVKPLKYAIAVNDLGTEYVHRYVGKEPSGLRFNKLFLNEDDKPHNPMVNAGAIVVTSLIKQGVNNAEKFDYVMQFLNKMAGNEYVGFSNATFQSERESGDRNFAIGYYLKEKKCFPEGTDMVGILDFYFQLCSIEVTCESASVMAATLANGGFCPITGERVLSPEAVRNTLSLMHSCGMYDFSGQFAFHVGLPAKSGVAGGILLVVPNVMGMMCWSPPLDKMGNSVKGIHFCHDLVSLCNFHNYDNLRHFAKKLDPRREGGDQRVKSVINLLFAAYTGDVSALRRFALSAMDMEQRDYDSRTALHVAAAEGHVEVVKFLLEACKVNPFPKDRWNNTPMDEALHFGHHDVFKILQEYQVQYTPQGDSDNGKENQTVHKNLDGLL
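Human kidney-isoform GLS in 45 mM KH2PO4 pH 8.2, 0.02% Tween-20, with compound, started with 1mM L-Glutamine (added stock). Glutamate oxidase/HRP/Amplex red coupled fluorescence read at start and after 30 min at RT.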
PI4K2A inh = qHTS for small molecular inhibitors of PI4K2A; Phosphatidylinositol 4-kinase type 2-alpha (Homo sapiens), Q9BTU6; activity change, negative = inhibition, % at 76.9 µM; purified PI4K2A, ADP-Glo luminescence, 1 h; hits give low values; AID 1346378, 2018; 0.13% of 420,000 active; in the data active = activity change below about -50%; inconclusive = mostly about -30% to -49%;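 note: -100% = wells without enzyme as full effect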
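Compounds are screened against recombinant PI4K2A using PI as substrate and ATP, the latter dispensed at 300 microM. Reactions run one hour at ambient temperature before ADP-Glo detection; full inhibition defined by wells lacking enzyme.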
Starred values were filed as active, the others as inactive; ? = inconclusive; · = not tested or not shown; & = joins results of further samples; [ ] = dose if it differs, or a comment. Unless noted, calls come from the whole dose curve; as a rule, active = well fitted curve in the direction sought with a large enough effect; inconclusive = small, poorly fitted or top-dose-only effect, or another doubt; inactive = no such curve, though single readings can be large; an effect the other way counts as inactive or inconclusive.

SMILES	G9a inh	ERG-DNA inh	RGS4 inh	JMJD2A Tudor	BAZ2B inh	ALOX12 inh	HP1b binding inh	GLS inh	PI4K2A inh
O=C(CN1CCCC1c1cccs1)Nc1cc(S(=O)(=O)N2CCCC2)ccc1Cl (stereo not drawn)	·	14%	6%	-14%	·	?	28%[57 µM]	4%	0
O=C(Cn1[nH]c(=O)c2ccccc2c1=O)Nc1cccc(-c2nnc3n2CCCCC3)c1	?	-1%	-26%	-10%	-25%	0%	28%	-4%	-3
Cc1ccc(CNc2ccc3cc(S(=O)(=O)N4CCCCC4)ccc3n2)cc1	-5%[59 µM]	5%	-8%	4%	3%	-4%	18%	-13%	-5
CNc1nc(Cl)c(SC)c(NC2CCCCC2)n1	4%	-3%	19%	-5%	0%	5%	45%	5%	6
CCCC(=O)NCc1nc2ccccc2n1CC(=O)c1ccccc1	-8%[2.33 µM]	-15%	22%	-6%	3%	5%	34%	14%	0
COc1ccc(C(=O)CSc2nnc(CNc3ccc(F)cc3)o2)cc1	-2%[59 µM]	9%	12%	-12%	-11%	0%	22%	1%	3
CCOC(=O)c1ccccc1NC(=O)CSc1nc(N)cc(N)n1	30%[59 µM]	-4%	-35%[11.4 µM]	12%[11.4 µM]	-3%	0%	-2%	-10%	-3
Cc1ccc(-n2nc3c(c2NC(=O)c2ccc4c(c2)OCO4)CSC3)c(C)c1	-11%	-10%	4%	-15%	-2%	-19%	12%	-3%	-2
C=CCn1c(Cc2ccccc2)n[nH]c1=S	·	-2%	1%	3.5µM*	-5%	?	23%	-1%	0
COc1ccc(Cl)cc1C(=O)NNC(=O)CNC(=O)c1ccco1	·	-1%	24%	3%	·	11%	50%[activator]	2%	-2
Cc1ccccc1CN1C(=O)[C@H]2Cc3c([nH]c4ccccc34)C(C)(C)N2C1=O	·	·	2%	-8%	·	0%	21%	4%	1
COc1ccc(NC(=O)C2(S(=O)(=O)c3ccc(C)cc3)CC2)cc1OC	12%	2%	14%	-12%	2%	-13%	-4%	-4%	3
Cc1ccc(S(=O)(=O)CC(=O)Nc2nc(C(C)(C)C)cs2)cc1	40µM*	-10%	9%	-5%	-6%	-27%	16%	-8%	5
Cc1ccccc1-c1noc(-c2cccnc2N2CCN(c3ccccc3)CC2)n1	-43%[59 µM]	3%	-25%	-3%	?	0%	53%[activator]	1%	-1
CCOC(=O)C1CCCN(CC(=O)Nc2ccc(C(=O)Nc3ccccc3OC)cc2)C1 (stereo not drawn)	-31%	4%	-4%	-14%	6%	-18%	15%	2%	-7
COc1ccc(/C=N/NC(=O)c2[nH]c(C)c(C(=O)N/N=C/c3ccc(OC)cc3)c2C)cc1	13%	-3%	-15%	-3%	-5%	16%	12%	1%	-3
COc1ccc(CCNC(=O)c2ccc(Cl)cc2)cc1	-4%[59 µM]	7%	-15%	2%	0%	-25%	29%	-22%	5
CC(C)CN(C(=O)CN1CCOCC1)c1c(N)n(CC(C)C)c(=O)[nH]c1=O	13%	-3%	12%	-3%	2%	5%	14%	-1%	-4
Cc1ccc(-c2nn3c(-c4ccccc4)nnc3c3ccccc23)cc1	19%[59 µM]	3%	-1%	0%	-1%	0%	25%	0%	-2
COC(=O)c1ccc(NC(=O)c2cccc(C)c2)cc1	10%	8%	4%	-7%	?	0%	23%	2%	-1
CCCS(=O)(=O)c1nc(S(=O)(=O)c2ccc(C)cc2)c(N2CCc3ccccc3C2)s1	35µM*	-6%	-10%	-10%	24%	-20%	28%	6%	4
Cc1ccc(-c2nnc3c4ccccc4c(C)nn23)cc1NC(=O)c1ccccc1Cl	8%[59 µM]	-1%	-14%	-11%	-27%	-6%	10%	-2%	1
Cc1n[nH]c(C)c1S(=O)(=O)N1CCCC(C(=O)NCc2ccc(F)cc2)C1 (stereo not drawn)	-28%	2%	20%	-12%	4%	-3%	38%	2%	-1
CCOC(=O)c1csc(NC(=O)Nc2cccc(Cl)c2)n1	9%[59 µM]	5%	18%	-19%	18%	-3%	26%	3%	6
CCC(Sc1nncn1C)C(=O)Nc1cc(C)on1 (stereo not drawn)	17%	-1%	2%	-4%	0%	-4%	36%	-3%	0
The listing continues:
SMILES	G9a inh	ERG-DNA inh	RGS4 inh	JMJD2A Tudor	BAZ2B inh	ALOX12 inh	HP1b binding inh	GLS inh	PI4K2A inh
O=C(Nc1ccc(F)cc1F)c1c(C(F)(F)F)ccnc1Oc1ccc(Cl)cc1	·	-1%	13%	-6%	5%	0%	19%	6%	-3
COc1ccc(-c2c3c(nc4sc(C(=O)Nc5ccc(Cl)cc5)c(N)c24)CC(C)(C)CC3=O)cc1	-45%[59 µM]	-3%	16%	-17%	-6%	-20%	40%[activator]	-1%	4
O=c1oc(-c2ccc(Br)cc2)nc2ccccc12	2%	2%	4%	-5%	0%	18%&15%	58%[activator]	5%	-3
Cn1c(COc2ccccc2)nnc1SCCSc1nnc(COc2ccccc2)n1C	16%[12.7 µM]	-9%	9%	-6%	-2%	-14%	23%	0%	2
Cc1ccc(NC(=O)c2ccccc2OCC(=O)c2ccccc2)cc1	11%[2.33 µM]	11%	9%	46%[activator]	-1%	-3%	39%[activator]	0%	-4
COc1ccc(C(CC(=O)N2CCCCC2)c2c(OC)cc(OC)c3c(-c4ccccc4)cc(=O)oc23)cc1 (stereo not drawn)	-2%[12.7 µM]	9%	8%	50µM*	45µM*	40µM*	-17%	?	-2
O=C(Nc1ccc(NC(=O)C2CCCN2C(=O)OCc2ccccc2)cc1)c1ccco1 (stereo not drawn)	-4%[59 µM]	-4%	21%	-6%	6%	0%	17%	11%	2
CC(C)(C)OC(=O)NCc1ccc(CNC(=O)c2nc[nH]c2C(=O)NCc2ccccc2)cc1	-10%[2.33 µM]	-10%	6%	-27%	13%	4%	35%	-1%	1
Nc1ccc2ncccc2c1	?	3%	-2%	-4%	·	2%	-15%	5%	-17
CCCCOC(=O)c1ccc(NC(=O)C2(c3cccs3)CCOCC2)cc1	-2%[59 µM]	1%	-16%	5%	18%	-27%	55%[activator]	-9%	-3
CCCCN1CC(=O)N2[C@H]3c4ccc(OC)cc4OC[C@@H]3[C@H](C(=O)OCC)[C@]2(C)C1=O	-5%[0.501 µM]	9%	-8%	-11%	4%	-7%	33%	-3%	1
CCOc1cc(C(=O)O/N=C(\N)c2ccccn2)cc(OCC)c1OCC	·	11%	-14%	-16%	18%	-20%	27%	-2%	8
COc1ccc(C)cc1NS(=O)(=O)c1cnc(N)nc1	-30%[59 µM]	2%	-34%	5%	-26%	-36%	31%[57 µM]	40%[activator]	-2
COC(=O)CCC(NC(=O)OCc1ccccc1)C(=O)NC(CC(C)C)C(=O)OC (stereo not drawn)	-12%	-1%	9%	-21%	4%	0%	13%	-1%	3
CCN(Cc1ccccc1)S(=O)(=O)c1csc(C(N)=O)c1	51%[activator]	10%	-4%[56.9 µM]	-3%	-24%	5%	28%	5%	-3
CCNC(=S)NNC(=O)c1csc2c1CCCC2	-5%[59 µM]	3%	3%	3%	-5%	26%	20%	16%	-3
CCOc1cc2[nH]c(=O)n(Cc3ccc(C(=O)NCCOC)cc3)c(=O)c2cc1OCC	0%[59 µM]	17%	31%	-17%	0%	14%[57.4 µM]	42%[activator]	5%	-2
Oc1ccc(O)c(Cc2nc3ccccc3[nH]2)c1	3.2µM*	3%	-12%	10µM*	-34%	?	?	?	2
COc1ccc(C(=O)CN2CCN(S(=O)(=O)c3cccc([N+](=O)[O-])c3)CC2)cc1OC	8.9µM*	2%	-3%	-10%	4%	-10%	32%	-3%	0
O=C(COC(=O)c1ncc(Cl)c(Cl)c1Cl)NC1CCCCCC1	40µM*	5%	-16%	-3%	23%	-39%	19%	-1%	-8
CC(C)N1CCc2c(sc(NC(=O)c3ccc(S(=O)(=O)N4CCOCC4)cc3)c2C#N)C1	32µM*	0%	-10%	-16%	-4%	·	15%	-10%	-4
CCOC(=O)CSc1ncnc2c1c(-c1ccccc1)cn2-c1ccc(OC)cc1	-2%[59 µM]	6%&4%	-16%&3%	-3%&2%	7%&-4%	-4%&-2%	25%&54%	12%&4%	2&0
C[N+](C)(C)CCCCCCC(=O)/C=N/O	?	7%	-35%	?	-39%	?	4%	-9%	-5
Cc1c(C#N)c(NC(=O)c2ccccc2)n(Cc2ccccc2)c1C	25%[59 µM]	-14%	-50%	?	-2%	0%	10%	22%	6

These rows are one share of the data. The share of hits here may be higher or lower than overall.
